KOR beta-arrestin-1 = KOR antagonists, beta-arrestin recruitment, cell-based, luminescence, uHTS (AID 1778); KOR beta-arrestin recruitment, luminescence, antagonist mode; higher % means a stronger effect; inhibition, % at 10 µM, or IC50 in µM where a hit was titrated; 290,000 tested, 0.091% active; further: strong numbers were not always called active
NOD2 inhibition = NOD2 signaling inhibitors, cell-based, luminescence, uHTS, HEK293 (AID 1566) | inhibition, % at 4 µM; hits with a dose series show EC50 in µM | HEK293 NOD2/NF-kB luciferase reporter, luminescence; higher % means a stronger effect | 290,000 tested, 0.63% active; further: many of its hits are not listed in these tables
HIV fusion peptide = cell-free HIV fusion peptide-binding blockers – biochemical, uHTS, fluorescence dequenching, primary screen (AID 1986) | cell-free peptide binding, fluorescence dequenching, 30 min; higher % means a stronger effect | inhibition, % at 20 µM, or IC50 in µM where a hit was titrated | 290,000 tested, 0.3% active; in the data active means inhibition mostly above about 52%, no sharp cut-off; inactive means mostly below about 76%; further: some results filed as inactive read as strong as hits
NOD1 NF-kB reporter = NOD1 signaling inhibitors, primary screen, cell-based, luminescence, uHTS (AID 1578). NOD1-driven NF-kB luciferase reporter cells, luminescence; higher % means a stronger effect. inhibition, % at 4 µM; hits with a dose series show EC50 in µM. 290,000 tested, 1% active; in the data active means inhibition mostly above about 36%, no sharp cut-off; inactive means mostly below about 34%;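 further: HEK-293T reporter cells stimulated with the NOD1 agonist gamma-tri-DAP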
GPR55 LPI antagonism = GPR55 antagonists blocking LPI-driven arrestin recruitment, primary screen, imaging, U2OS, beta-arrestin-GFP, LPI agonist (AID 2013); U2OS GPR55 beta-arrestin-GFP translocation imaging, LPI antagonism; higher % means a stronger effect; one-dose inhibition, % at 10 µM; IC50 in µM for titrated hits; 290,000 tested, 0.13% active;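 active means spots per cell inhibited over 60%, with over 100 cells counted and total cytoplasm intensity under 500,000; inconclusive means wells with under 100 cells, flagged as likely toxic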;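 further: U2OS cells stably carrying GPR55 and arrestin-GFP stimulated by 5 µM LPI near EC80; imaged beta-arrestin-GFP aggregate spots per cell after agonist stimulation; plate controls were LPI-stimulated DMSO wells for no effect and DMSO wells without LPI for full effect; some results filed as inactive read as strong as hits; confirmed hits need IC50 under 10 µM and bright autofluorescent wells are also inconclusive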
KOR beta-arrestin-2 = kappa opioid receptor activators – cell-based, luminescence, uHTS, primary screen (AID 1777); KOR beta-arrestin recruitment, luminescence; higher % means a stronger effect; 280,000 tested, 0.02% active; activation, % at 10 µM, or EC50 in µM where a hit was titrated; in the data active means activation above about 50%, passing the limit was not always enough; further: a part of the inactive calls stands beside numbers as strong as those of hits
GPR35 arrestin U2OS = GPR35 antagonists blocking zaprinast-driven arrestin recruitment, primary screen, imaging, U2OS, beta-arrestin-GFP, zaprinast agonist (AID 2058) | U2OS GPR35 beta-arrestin-GFP translocation imaging, zaprinast antagonism; higher % means a stronger effect | one-dose inhibition, % at 10 µM; IC50 in µM for titrated hits | 290,000 tested, 0.052% active;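 active means inhibition of at least 50% with at least 30 cells and total cytoplasm GFP at most 10,000,000; inconclusive means under 30 cells or total GFP of 10,000,000 plus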
Myeloid diff MLP = myeloid differentiation induction; 360,000 tested, 1% active; ER-HoxA9 myeloid progenitors, lysozyme-GFP differentiation, flow cytometry; calls only at 10 µM;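 active means normalized GFP-positive differentiation at or above the plate's own cutoff, the solvent-only control mean plus 3 SD; inconclusive means no clear call, values can overlap the other calls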;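 further: cells exposed to compound for four days before flow analysis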
GPR55 activation = selective activators of receptor GPR55 – imaging, U2OS cells, beta-arrestin-GFP redistribution, primary screen (AID 1961); U2OS GPR55 beta-arrestin-GFP redistribution imaging; higher % means a stronger effect; activation, % at 10 µM; hits with a dose series show EC50 in µM; 290,000 tested, 0.048% active;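 active means activation above 40% with more than 50 cells counted in the well; inconclusive means wells holding fewer than 50 cells, flagged as toxic or sparse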;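 further: U2OS osteosarcoma cells stably expressing GPR55 and beta-arrestin-GFP; plate controls were DMSO negative control for no effect and LPI positive control for full effect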
Myeloid diff MLP GFP+ MAC1+ % = recorded beside Myeloid diff MLP, whose call it bears; GFP+ MAC1+ double positive, %; measured here: differentiation confirmed by MAC1 staining
* marks the source's active call; other numbers are inactive results; i = inactive; ? = inconclusive; · = not tested or not shown; + = active, no number; [ ] = another dose, or the depositor's remark. Unless noted, no stated cut-off is given here; in the data, active means inhibition above about 50%; inactive means the rest.

No.	smiles	KOR beta-arrestin-1	NOD2 inhibition	HIV fusion peptide	NOD1 NF-kB reporter	GPR55 LPI antagonism
1	CC(=O)N1CCN(c2ccc(NC(=S)NC(=O)c3ccc(C)c([N+](=O)[O-])c3)cc2)CC1	18%	30%	-2.7%	1%	11%
2	Cc1cc2cc(CNC(=O)c3ccc(C)c([N+](=O)[O-])c3)ccc2[nH]1	4%	8%	6.2%	0%	4%
3	Cc1cc(C)c2c(-n3cccc3)c(C(=O)NNS(=O)(=O)c3ccccc3)sc2n1	4%	22%	4.2%	14%	6%
4	COc1cc(Cl)c(C)cc1NC(=O)Cc1cccs1	-2%	-5%	0.6%	-5%	2%
5	O=C(N/N=C/c1cccc(Br)c1)c1ccc(Br)cc1	-4%	-4%	1.1%	-47%	-3%
6	CC(=O)NNC(=O)c1sc(=S)n(C)c1C	31%	18%	1.3%	-1%	5%
7	S=C(Nc1cccc(Br)c1)N1CCn2cccc2C1c1cccnc1 (centres undefined)	-2%	-3%	1.1%	-34%	31%
8	O=C(Cn1cnc2c(nnn2Cc2ccccc2)c1=O)Nc1ccc2c(c1)OCCO2	21%	1%	1.5%	-2%	6%

No.	KOR beta-arrestin-2	GPR35 arrestin U2OS	Myeloid diff MLP	Myeloid diff MLP GFP+ MAC1+ %	GPR55 activation
1	1.1%	-1%	i	0.6	-0.1%
2	1.6%	-4%	i	5.1	-0.3%
3	1.8%	-4%	i	0.9	-0.2%
4	1.0%	-18%	i	0.7	-0.1%
5	42%	-1%	i	0.3	0.5%
6	0.0%	2%	i	0.2	0.4%
7	7.6%	-7%	i	0.4	-1.0%
8	0.1%	20%	i	1.1	0.2%

Additional records follow.
No.	smiles	KOR beta-arrestin-1	NOD2 inhibition	HIV fusion peptide	NOD1 NF-kB reporter	GPR55 LPI antagonism
9	CCOC(=O)c1c(C)[nH]c(C)c1C(=O)COC(=O)c1cccc(C)c1O	-4%	14%	3.0%	-12%	12%
10	COC(=O)C1C2C=CC3(CN(C(C)c4ccc(OC)cc4)C(=O)C13)O2 (centres undefined)	1%	-12%	-0.8%	-6%	-6%
11	COc1ccc(-n2c(CNc3ccc(C)cc3)nnc2SCc2ccccc2)cc1	11%	-16%	-3.7%	18%	12%
12	Cc1ccc(C(=O)NCCn2cc(SCC(=O)Nc3cc(C)on3)c3ccccc32)cc1	-5%	16%	0.0%	-10%	12%
13	Cc1cc(C)c2c(N)c(-c3nnc(SCc4ccc(Cl)cc4)n3C)sc2n1	-6%	3%	3.6%	-10%	6%
14	CCOc1nc(N2CCOCC2)nc(N2CCOCC2)n1	5%	-6%	2.6%	-25%	0%
15	S=c1[nH]nc(COc2ccccc2)n1C1CCCCC1	18%	12%	-0.4%	·	5%
16	CCOc1ccc2nc(Cl)c(/C=C/C(=O)c3ccco3)cc2c1	-3%	-17%	19%	69%*	-1%

No.	KOR beta-arrestin-2	GPR35 arrestin U2OS	Myeloid diff MLP	Myeloid diff MLP GFP+ MAC1+ %	GPR55 activation
9	5.9%	4%	i	1.2	0.1%
10	1.9%	2%	i	1.7	0.1%
11	3.6%	13%	i	0.5	0.4%
12	-0.7%	2%	i	5.7	-0.2%
13	-3.6%	2%	i	0.1	-0.1%
14	-7.7%	-14%	+	3.1*	0.1%
15	-1.0%	-2%	i	0.8	0.2%
16	7.9%	-1%	i	1.8	0.2%

Given with bars between the fields: 5 of the compounds above
# | structure | KOR beta-arrestin-1 | NOD2 inhibition | HIV fusion peptide | NOD1 NF-kB reporter | GPR55 LPI antagonism | KOR beta-arrestin-2 | GPR35 arrestin U2OS | Myeloid diff MLP | Myeloid diff MLP GFP+ MAC1+ % | GPR55 activation
11 | COc1ccc(-n2c(CNc3ccc(C)cc3)nnc2SCc2ccccc2)cc1 | 11% | -16% | -3.7% | 18% | 12% | 3.6% | 13% | i | 0.5 | 0.4%
12 | Cc1ccc(C(=O)NCCn2cc(SCC(=O)Nc3cc(C)on3)c3ccccc32)cc1 | -5% | 16% | 0.0% | -10% | 12% | -0.7% | 2% | i | 5.7 | -0.2%
13 | Cc1cc(C)c2c(N)c(-c3nnc(SCc4ccc(Cl)cc4)n3C)sc2n1 | -6% | 3% | 3.6% | -10% | 6% | -3.6% | 2% | i | 0.1 | -0.1%
14 | CCOc1nc(N2CCOCC2)nc(N2CCOCC2)n1 | 5% | -6% | 2.6% | -25% | 0% | -7.7% | -14% | + | 3.1* | 0.1%
15 | S=c1[nH]nc(COc2ccccc2)n1C1CCCCC1 | 18% | 12% | -0.4% | · | 5% | -1.0% | -2% | i | 0.8 | 0.2%

Following part:
No.	smiles	KOR beta-arrestin-1	NOD2 inhibition	HIV fusion peptide	NOD1 NF-kB reporter	GPR55 LPI antagonism
17	COCc1cc(=O)n2c([nH]c3ccccc32)c1C#N	30%	-6%	14%	-24%	-12%
18	COc1c(C)cc(C(=O)C2CCCN(C(=O)Cn3nc(C)nc3C)C2)cc1C (centres undefined)	-17%	0%	0.3%	-14%	2%
19	CO/N=C/NC(=O)c1cn(-c2ccc(F)cc2)c(=O)c2ccccc12	22%	-11%	-2.9%	·	-2%
20	COc1ccc(C(=O)Nn2c(CC(C)C)nc3cc(Cl)ccc3c2=O)c(OC)c1	-25%[20 µM]	7%	0.0%	-19%	-10%
21	CCn1c(=O)c(C(=O)NC(C)c2ccccc2)c(O)c2ccccc21 (centres undefined)	-30%[20 µM]	15%	0.3%	-16%	-11%
22	O=C(CSc1nnc(NCc2ccccc2)s1)N1CCOCC1	-37%	-3%	-0.5%	-29%	-2%
23	CC(=O)Nc1ccc2nc(C3CC3)n(Cc3ccc(Cl)cc3)c(=O)c2c1	-26%	-53%	-0.3%	-31%	-8%
24	O=C(NCCc1c[nH]c2ccccc12)c1cc2ccccc2oc1=O	0%	-46%	-0.3%	-57%	5%

No.	KOR beta-arrestin-2	GPR35 arrestin U2OS	Myeloid diff MLP	Myeloid diff MLP GFP+ MAC1+ %	GPR55 activation
17	-2.9%	6%	i	5.8	0.6%
18	0.7%	8%	?	·	0.4%
19	-3.8%	20%	i	0.5	-0.2%
20	-3.5%	-9%	i	0.8	-0.4%
21	0.4%	2%	+	1.0*	0.3%
22	0.9%	-8%	i	0.4	-0.1%
23	-1.6%	-2%	i	0.8	-0.4%
24	1.1%	5%	i	0.7	-0.2%

Continued.
No.	smiles	KOR beta-arrestin-1	NOD2 inhibition	HIV fusion peptide	NOD1 NF-kB reporter	GPR55 LPI antagonism
25	NS(=O)(=O)c1cccc(NC(=O)CCS(=O)(=O)c2ccc(Cl)cc2)c1	-6%[20 µM]	26%	-1.4%	-18%	3%
26	Cc1ccc(S(=O)(=O)N2CCCN(c3nc4cc(C)ccc4cc3C#N)CC2)cc1	4%	-5%	6.2%	-8%	-6%
27	CCCCCc1nnc(N)s1	7%	10%	-0.4%	-14%	8%
28	O=C(COC(=O)c1ccc(S(=O)(=O)Nc2ccccc2)cc1)NC1CCCC1	-7%	16%	-0.7%	-38%	4%
29	CC(=O)Nc1ccc(S(=O)(=O)Nc2nccc(/C=C/c3ccc(Cl)cc3)n2)cc1	37%	4%	2.2%	45%	-9%
30	COc1ccc(CCNC(=O)C2CC(c3cccc([N+](=O)[O-])c3)=NO2)cc1 (centres undefined)	-23%	-84%	5.1%	-123%	8%
31	CCCCc1c(O)c2ccccc2[nH]c1=O	20%	3%	-0.2%	0%	2%
32	CC(=O)Nc1ccc(S(=O)(=O)Oc2ccccc2N2C(=O)C3C4CCC(C4)C3C2=O)cc1 (centres undefined)	-8%	12%	5.6%	-14%	10%

No.	KOR beta-arrestin-2	GPR35 arrestin U2OS	Myeloid diff MLP	Myeloid diff MLP GFP+ MAC1+ %	GPR55 activation
25	0.3%	-1%	i	0.3	-0.1%
26	-6.9%	9%	+	5.0*	0.5%
27	-3.4%	-1%	i	6.9	-0.1%
28	-2.7%	8%	i	0.8	-0.3%
29	2.4%	-18%	i	0.6	0.1%
30	1.6%	18%	i	2.4	-0.1%
31	-1.4%	7%	i	1.1	-0.3%
32	-0.7%	-4%	i	0.6	-0.1%

Later entries
No.	smiles	KOR beta-arrestin-1	NOD2 inhibition	HIV fusion peptide	NOD1 NF-kB reporter	GPR55 LPI antagonism
33	CCCc1nn2c(=O)cc(CSCC(=O)Nc3ccccc3)nc2s1	1%	9%	-0.4%	-27%	18%
34	COc1ccc(C(=O)c2c(C)oc3ccc(O)c(CN4CCOCC4)c23)cc1	-23%	0%	-1.7%	18%	2%
35	CC1CCC(C(C)C)C(OC(=O)C[n+]2cccc(C(N)=O)c2)C1 (centres undefined)	12%	15%	-1.9%	17%	7%
36	CCc1ccccc1NC(=O)CC(c1ccc(OC)cc1)n1cccc1 (centres undefined)	14%	-21%	0.3%	-25%	7%
37	COc1cccc(C(=O)Nc2ccc(NC(=O)c3ccco3)cn2)c1	-1%	-24%	0.1%	-18%	6%
38	Cc1ccnc(NS(=O)(=O)c2ccc(NC(=O)C3CC3)cc2)n1	13%	11%	-0.7%	-21%	6%
39	Nc1cc(=O)[nH]c(SCC(=O)N2N=C(c3ccc4ccccc4c3)CC2c2ccccc2)n1 (centres undefined)	-5%	2%	-0.7%	-3%	2%
40	O=C(O)CCNC(=O)c1ccc(Br)o1	-41%	-18%	1.0%	16%	-3%

No.	KOR beta-arrestin-2	GPR35 arrestin U2OS	Myeloid diff MLP	Myeloid diff MLP GFP+ MAC1+ %	GPR55 activation
33	-5.8%	-9%	i	0.0	-0.1%
34	3.9%	-5%	i	0.7	0.4%
35	0.3%	-11%	i	3.2	-0.3%
36	-3.7%	-1%	i	1.2	-0.2%
37	-2.2%	-15%	i	0.4	0.0%
38	-1.0%	-10%	i	0.9	0.0%
39	-0.4%	-5%	i	0.4	0.9%
40	-1.8%	15%	i	0.7	-0.3%

Next part:
No.	smiles	KOR beta-arrestin-1	NOD2 inhibition	HIV fusion peptide	NOD1 NF-kB reporter	GPR55 LPI antagonism
41	Cc1cccc(CN2CCC(n3nccc3NC(=O)c3ccccc3C)CC2)n1	17%	5%	0.0%	-21%	11%
42	O=C(Cn1cnc2c(cnn2-c2ccc(F)cc2)c1=O)OCc1ccccc1	-36%	0%	-0.8%	-13%	5%
43	CC(C)C(NC(=O)c1ccc(Cl)cc1)C(=O)NCC1CCCO1 (centres undefined)	10%	4%	-1.2%	-20%	-1%
44	Cn1nnnc1NCc1ccc(Cl)c(Cl)c1	11%	8%	1.5%	-4%	4%

No.	KOR beta-arrestin-2	GPR35 arrestin U2OS	Myeloid diff MLP	Myeloid diff MLP GFP+ MAC1+ %	GPR55 activation
41	-1.1%	-9%	i	0.8	-0.1%
42	7.5%	22%	i	0.6	-0.1%
43	-5.3%	7%	i	0.7	0.2%
44	-2.8%	13%	i	0.0	-0.2%

These rows are one share of the data; count on the stated rates, not on these rows.
